Screening results as filed in PubChem.
CR mimetic SO: yeast age-related superoxide inhibition as caloric restriction mimetic | S. cerevisiae aged cells, superoxide DHE fluorescence; hits give low values | superoxide response (% of plate mean), % at 10 µM | 330,000 tested, 0.18% active;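 active = superoxide response under a set limit, about three screen SD below normal, cut at about 65% in these data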;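 also: yeast aged for seven days with compound at 30 °C before DHE staining; 100% = average MFI of all compound-treated wells on the plate with controls excluded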
PP1 counter: PP1-alpha (human) inhibition in PP5 counter-screen | inhibition, % at 6.7 µM | 320,000 tested, 0.9% active | AID 2235 | purified PP1alpha, OMFP fluorescence;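 active = inhibition above the mean inhibition of all tested compounds plus 3 SD, computed separately for each screening campaign, cut at about 15% in these data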
Target sequence (P62136 whole entry, looked up): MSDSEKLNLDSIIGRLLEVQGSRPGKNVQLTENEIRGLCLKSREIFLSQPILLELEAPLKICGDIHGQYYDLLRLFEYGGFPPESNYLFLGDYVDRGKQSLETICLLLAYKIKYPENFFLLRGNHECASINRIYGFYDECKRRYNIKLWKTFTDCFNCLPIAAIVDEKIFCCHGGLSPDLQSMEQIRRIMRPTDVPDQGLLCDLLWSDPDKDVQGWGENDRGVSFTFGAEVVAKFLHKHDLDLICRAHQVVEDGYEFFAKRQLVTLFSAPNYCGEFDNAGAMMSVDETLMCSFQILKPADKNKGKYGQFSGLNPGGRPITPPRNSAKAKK
EBNA-1 inh: blocks EBNA-1 binding to DNA; inhibition, % at 14.8 µM; 300,000 tested, 0.34% active; EBNA-1 DNA binding, fluorescence polarization; AID 1950; in the data active = inhibition above about 28%
GASC-1 inh: inhibitors of human GASC-1 (JMJD2C) demethylase; GST-JMJD2C(1-420) H3K9me3 demethylation, DELFIA europium; inhibition, % at 2.35 µM; 330,000 tested, 0.069% active; AID 2099;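 active = more than half of a compound's replicate wells show inhibition beyond 50%, single wells judged on their own value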;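 also: signal counts dimethyl H3K9 product captured on neutravidin plate; 0% = median of DMSO wells and 100% = 0.3 times that DMSO median; strong numbers were not always called active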
Target sequence (Q9H3R0 1-420 limits assumed): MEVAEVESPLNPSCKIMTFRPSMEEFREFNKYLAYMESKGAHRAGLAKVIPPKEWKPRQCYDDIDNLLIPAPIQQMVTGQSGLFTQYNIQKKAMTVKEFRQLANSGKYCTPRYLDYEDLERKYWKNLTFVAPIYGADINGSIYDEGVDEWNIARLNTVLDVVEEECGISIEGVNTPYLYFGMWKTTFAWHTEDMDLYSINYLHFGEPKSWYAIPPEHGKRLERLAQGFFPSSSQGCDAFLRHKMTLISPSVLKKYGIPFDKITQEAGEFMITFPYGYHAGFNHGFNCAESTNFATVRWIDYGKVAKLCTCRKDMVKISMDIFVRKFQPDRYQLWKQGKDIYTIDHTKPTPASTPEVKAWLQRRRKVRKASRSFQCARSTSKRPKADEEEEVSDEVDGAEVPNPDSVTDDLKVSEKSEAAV
PP5 inh: blocks human protein phosphatase 5 activity. P53041. purified PP5c, OMFP substrate fluorescence. inhibition, % at 6.7 µM. 320,000 tested, 0.18% active. AID 1987;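 active = inhibition above the campaign's mean inhibition across all tested compounds plus 3 SD, cut at about 9.5% in these data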;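 also: 0% = DMSO only and 100% = 100 µM cantharidin control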
HCV core dimer: HCV core protein dimerization inhibition. TR-FRET GST/Flag-core106 dimerization, 1536-well. inhibition, % at 5 µM. AID 1899. 300,000 tested, 0.33% active;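 active = inhibition above the mean of all tested compounds plus 3 SD, set per screening campaign, cut at about 45% in these data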
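Material: Tagged HCV core106 pair (GST and Flag) | Amount: GST-core106 13.5 nM, Flag-core106 17 nM | Medium: KF-containing HEPES buffer, pH 7.45, DTT, CHAPS, BSA | Reagent: Eu donor and XL665 acceptor anti-tag antibodies | Schedule: 4 h at 22.5 °C | Technique: Time-resolved FRET, ex 340 nm, em 617 and 671 nm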
TPT1 inhibitor: inhibitors of Candida albicans tRNA 2'-phosphotransferase TPT1. inhibition, % at 5 µM. AID 1962. recombinant caTPT1, FP RNA substrate dephosphorylation. 300,000 tested, 0.81% active;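 active = inhibition above the mean of all tested compounds plus 3 SD, set per screening campaign, cut at about 24% in these data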;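 also: plate controls were DMSO alone for no effect and ferristatin control at 100 nM for full effect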
Fh CTSL1 inh: blocks F. hepatica cathepsin L1 in PFM18AAP counter-screen. AID 1906. 300,000 tested, 0.49% active. recombinant F. hepatica cathepsin L1, Z-Leu-Arg-MCA fluorescence. inhibition, % at 5.96 µM;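 active = inhibition above the mean of all tested compounds plus 3 SD, set per screening campaign, cut at about 17% in these data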;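 also: 0% = plate median of test compound wells and 100% = 1 µM Z-Phe-Ala-diazomethylketone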
ZTA counter: counter-screen for EBNA-1 inhibitors: inhibitors of Epstein-Barr virus ZTA. ZTA-DNA binding, fluorescence polarization. inhibition, % at 11 µM. 320,000 tested, 0.15% active. AID 2234; in the data active = inhibition above about 33%
Target sequence (P03206 whole entry, looked up): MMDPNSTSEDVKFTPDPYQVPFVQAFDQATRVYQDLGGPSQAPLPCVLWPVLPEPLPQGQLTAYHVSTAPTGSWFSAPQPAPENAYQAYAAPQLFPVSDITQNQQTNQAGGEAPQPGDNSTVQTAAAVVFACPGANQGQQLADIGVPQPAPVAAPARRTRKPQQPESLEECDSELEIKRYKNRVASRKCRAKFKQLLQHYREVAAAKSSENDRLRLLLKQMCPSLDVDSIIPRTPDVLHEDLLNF
Numbers without * were called inactive; i = inactive; nt = not tested or not shown; & = joins results of further samples.

SMILES	CR mimetic SO	PP1 counter	EBNA-1 inh	GASC-1 inh	PP5 inh	HCV core dimer	TPT1 inhibitor	Fh CTSL1 inh	ZTA counter
Cc1ccccc1CN1CCN(C(=O)c2cc(-c3ccncc3)nc3ccccc23)CC1	110	-2	7	3	2.3	14	-3	3	-4
O=C(COc1ccc([N+](=O)[O-])cc1)Nn1cnnc1	106	-4	-13	-8	3.1	-5	-6	1	-16
CC1(C)c2[nH]c3ccccc3c2C[C@H]2C(=O)N(CCCO)CC(=O)N21	97	-2	8	12	0.8	2	-2	1	7
CCc1ccc(C(N)=S)cc1	107	-7	-4	-13	0.8	2	6	6	-11
CCN(CC)CCNC(=O)c1ccc(NC(=O)c2cc(-c3ccco3)nc3ccccc23)cc1	111	-5	-1	0	3.8	34	0	1	-1
CCN(C(=O)COC(=O)c1ccccc1Cc1ccccc1)C1CCS(=O)(=O)C1 (configuration not stated)	101	-2	0	13	-1.2	4	-1	-2	3
COc1ccc(-c2cc(C)no2)cc1S(=O)(=O)N1CCN(c2ccccc2F)CC1	107	-3	8	11	0.7	8	-3	-5	13
Cc1cc(N2C(=O)C(O)=C(C(=O)c3cc4ccccc4o3)C2c2ccc(Cl)cc2)no1 (configuration not stated)	114	29*	-2	1	4.2	-4	14	5	16
O=c1nc(Nc2ccccc2)oc2ccccc12	113	-2	4	-3	-0.5	-1	2	-1	8
O=C(Nc1nccs1)c1nc(-c2ccccc2)n(-c2ccccc2)n1	103	-2	9	-1	0.3	6	1	-2	8
Cc1ccc(S(=O)(=O)CCSc2cccc(C(=O)Nc3ccccc3C(=O)O)c2)cc1	116	1	5	-5	1.5	10	-3	0	13
Cc1ccc(NC(=O)N(CCCN2CCOCC2)Cc2cc3cc4c(cc3[nH]c2=O)OCO4)cc1	100	-2	-20	-14	-1.1	1	-1	-2	-11
Cn1c(SCC(=O)NCc2ccccc2)ncc(C(=O)Nc2ccccc2)c1=O	107	2	-7	4	-1.5	0	2	0	-8
CCOc1cc(C(=O)NCc2ccc(C)cc2)ccc1OCC(=O)N1CCOCC1	98	-5	0	0	2.7	2	3	-4	0
COc1ccc(C(=O)NCC(=O)OCc2nc(N)nc(Nc3ccccc3C)n2)cc1	81	-4	nt	2	-1.0	nt	nt	nt	4
CC(=O)Nc1ccc(NC(=O)C2CCCN2S(=O)(=O)c2cccc(C(F)(F)F)c2)cc1 (configuration not stated)	102	2	6	-5	0.2	10	0	4	17
O=S(=O)(Nc1ccc(F)cc1)N1CCCCCC1	92	2	-8	-12	0.1	-7	-6	-1	9
CCN1C(=NCC2CC2)N[C@@H](c2cccc(C(F)(F)F)c2)C(C(=O)OC)=C1C	103	-3	1	-15	1.5	-1	-1	3	2
COc1ccc(OCC(=O)Nc2ccc(S(=O)(=O)N3CCCCC3)cc2)cc1	106	5	5	-3	1.7	14	-2	-3	-2
CC(CCc1ccccc1)NC(=O)/C=C/c1ccc(Cl)cc1 (configuration not stated)	128	-3	1	-5	0.9	-1	1	-2	-7
O=C(Nc1ccc(N2CCOCC2)cc1)c1ccc(Cl)c(S(=O)(=O)N2CCCC2)c1	87	0	nt	3	-2.5	nt	nt	nt	-1
O=C(/C=C/Nc1ccc(F)cc1F)c1ccco1	101	2	7	-11	3.2	8	0	0	4
COc1cccc(-n2c(CN3CCN(c4ccccc4)CC3)nc3ccc([N+](=O)[O-])cc3c2=O)c1	109	-5	0	-3	-2.5	16	-1	0	3
CS(=O)(=O)Nc1ccccc1Oc1ccccc1	93	-3	2	0	2.2	-2	4	-2	13
CC#CC[N+](C)(CC#CC)CC(=O)c1ccccc1	107	1	11	-5	1.1	-21	-2	5	-9
CCc1ccccc1NC(=O)CNC(=O)c1cccc(S(=O)(=O)N2CCN(Cc3ccccc3)CC2)c1	91	1	4	3	1.1	2	-1	-1	-12
CC(=O)NC(=S)Nc1ccc(N2CCOCC2)c(S(=O)(=O)Nc2cc(Cl)ccc2Cl)c1	104	-3	-10	0	3.1	4	1	1	-2
CCN(C(=O)c1cc2ccccc2oc1=O)c1cccc(C)c1	72	0	5	17	1.6	-4	2	-4	-1
c1csc(-c2nc3ccccc3s2)c1	97	-3	0	1	-3.6	6	2	-1	8
CCN1CCN(C(=O)c2ccc(S(=O)(=O)Nc3ccccc3)cc2)CC1	100	-3	nt	nt	-3.0	nt	nt	nt	20
O=C(N/N=C\c1ccc2c(c1)OCO2)c1ccc(Cn2cc(Br)c([N+](=O)[O-])n2)o1	96	-1	-6	-2	-1.2	11	0	2	1
NC(=O)c1ccc(NC(=O)C2CC(=O)N(c3ccc4c(c3)OCCO4)C2)cc1 (configuration not stated)	95	-3	nt	-5	-0.1	nt	nt	nt	7
CS(=O)(=O)N1CCN=C1SCc1ccc(Br)cc1	100	0	3	15	1.4	10	-3	2	23
Cc1c(Cc2ccccc2)c(=O)oc2cc(OCC(=O)N[C@@H](Cc3ccccc3)C(=O)O)ccc12	97	-2	-3	162	2.6	3	0	3	-10
O=C(COC(=O)c1cccc(S(=O)(=O)N2CCCC2)c1)NCc1ccccc1	99	3	4	-10	1.1	1	-3	-14	1
Cc1cc(C2C(C#N)=C(N)OC3=C2C(=O)CC(C)(C)C3)c(C)s1 (configuration not stated)	102	-1	-2	-6	1.9	3	-3	-4	-9
Cc1ccc(Nc2oc(C)nc2C#N)cc1	94	-2	4	8	1.0	-3	-2	0	1
O=C(NCC1CCCO1)C1CCCCN1S(=O)(=O)c1ccc(F)cc1 (configuration not stated)	96	2	-6	-6	2.0	-2	1	-5	13
CCOC(=O)C/C(=N\Nc1ncnc2ccccc12)c1ccccc1	107	1	-16	-9	5.9	-5	0	-2	2
C/C(N)=C(/C#N)C(=O)CSc1n[nH]c(-c2cccs2)n1	87	0	-4	17	-0.9	-2	4	0	6
O=C(Cc1ccccn1)c1ccc(Cl)cc1	101	0	0	-5	-0.4	-15	1	-2	7
CCN(Cc1cc2cc(C)ccc2[nH]c1=O)C(=O)c1cccc(OC)c1	122	4	8	28	1.5	11	-3	1	1
Nc1nnc(SCC(=O)Nc2ccc(Cl)c(C(=O)O)c2)s1	104	-1	-6	-16	3.3	1	7	-2	-16
CCOc1cc(/C=C2/SC(=S)NC2=O)ccc1OC(=O)c1ccco1	98	10	4	-21	2.0	5	5	0	14
CCOC(=O)CNC(=O)CSc1nnc(Cn2c(=O)sc3ccccc32)n1-c1ccccc1C	117	-6	-3	nt	2.9	-1	4	-4	-12
CC(OC(=O)Cc1c[nH]c2ccccc12)C(=O)Nc1ccc(S(N)(=O)=O)cc1 (configuration not stated)	122	-3	10	-15	2.3	0	-5	-3	10
O=C1C(Cl)=C(Nc2ccccc2)C(=O)c2ccccc21	88	4	-1	0	0.0	-17	1	6	5
CCc1ccc(/C=C2/SC(=S)N(CCC(=O)NCCCN3CCOCC3)C2=O)cc1	96	2	4	2	1.5	7	0	2	-6
COc1cc2c(cc1OC)[C@@H](Cc1ccc(OCCC#N)cc1)N(C)CC2	i	0	11	3	1.0	-2	-1	0	1
COc1ccccc1NC(=O)CSc1nc2ncccc2[nH]1	92	-1	0	-2	1.9	1	-1	2	-19
COC(=O)C(O)(CC(=O)Nc1ccc(OC)cc1)C(F)(F)F (configuration not stated)	109	-1	9	-1	0.9	1	0	-2	13
CCC(C)NC(=O)c1cn(CC)c2cc(N3CCN(C(=O)c4ccco4)CC3)c(F)cc2c1=O (configuration not stated)	93	5	-20	13	6.3	-3	-1	1	-11
O=C(c1ccc(F)cc1)C1CCN(C(=O)Nc2ccc(F)cc2)CC1	106	0	-5	5	-0.7	0	-2	-9	11
COc1ccc(CCNS(=O)(=O)c2ccc(C3CNC(=O)C3)cc2)cc1OC (configuration not stated)	79	1	2	4&6	1.2	2	-2	1	-7
CSc1cccc(NC(=S)N(CCCN2CCC(C)CC2)Cc2cccs2)c1	96	2	0	-5	0.2	-6	-2	-3	-13
Cc1ccc(Cn2c(SCC(N)=O)nc3c2c(=O)n(C)c(=O)n3C)cc1	110	0	-15	1	3.6	6	-1	-4	-9
Cc1sc(NC(=O)c2ccc(F)cc2)c(CN2CCCCCC2)c1C	107	3	6	1	3.9	15	13	-4	-13
CCOc1ccc(CNC(=O)C2CCN(c3nn4c(=O)cc(C)nc4s3)CC2)cc1	88	1	6	-3	-1.2	5	1	-1	-1
COc1ccccc1Cc1nnnn1CC(=O)O	97	-2	-7	-6	2.6	-6	3	-3	3
CN1CCN(c2nc(-c3ccccn3)nc3ccccc23)CC1	94	-3	63*	3	2.1	-4	2	1	-6
The list continues.
SMILES	CR mimetic SO	PP1 counter	EBNA-1 inh	GASC-1 inh	PP5 inh	HCV core dimer	TPT1 inhibitor	Fh CTSL1 inh	ZTA counter
CCOc1ccc(Br)cc1S(=O)(=O)Nc1nc(CN2CCOCC2)nc2sc(C)c(C)c12	91	-2	-11	-13	1.1	9	31*	2	-25
COc1ccccc1OC(C)C(=O)Nc1ccccc1C(=O)NCC1CCCO1 (configuration not stated)	102	-2	12	-25	-0.5	6	0	0	-10
Cc1cc(C)nc(OC(C(=O)O)C(OCC(C)C)(c2ccccc2)c2ccccc2)n1 (configuration not stated)	98	7	-2	3	0.9	11	-1	-2	1
COc1cccc(C(=O)NC2CCNCC2)c1	104	-3	13	-8	-2.9	12	-3	5	4
Cc1ccc(NC(=O)Nn2cnnc2)cc1Cl	103	-2	6	17	-1.3	6	1	1	8
COc1ccc(CNC(=O)C(c2ccc(C)cc2)N(Cc2cccs2)C(=O)c2ccc3c(c2)OCCO3)cc1 (configuration not stated)	88	7	-8	-1	1.7	15	4	-2	6
Nc1nnc(SCC(=O)Nc2ccc3nc(SCC(=O)Nc4ccccc4)sc3c2)s1	115	-1	46*	1	3.7	29	2	1	17
CCc1ccc(CCN2C(=O)c3ccccc3C2=O)nc1	95	-4	-5	1	-0.8	-2	-2	-8	-7
CCc1nccn1S(=O)(=O)c1cccc([N+](=O)[O-])c1	93	-1	31*	-11	-1.4	-14	4	-2	-7

Only CR mimetic SO and GASC-1 inh, for some of the entries so far:
| structure | CR mimetic SO | GASC-1 inh |
| --- | --- | --- |
| Cc1cc(C)nc(OC(C(=O)O)C(OCC(C)C)(c2ccccc2)c2ccccc2)n1 (configuration not stated) | 98 | 3 |
| COc1cccc(C(=O)NC2CCNCC2)c1 | 104 | -8 |
| Cc1ccc(NC(=O)Nn2cnnc2)cc1Cl | 103 | 17 |
| COc1ccc(CNC(=O)C(c2ccc(C)cc2)N(Cc2cccs2)C(=O)c2ccc3c(c2)OCCO3)cc1 (configuration not stated) | 88 | -1 |

Among those listed so far, 5 contain a COOH group:
SMILES	CR mimetic SO	PP1 counter	EBNA-1 inh	GASC-1 inh	PP5 inh	HCV core dimer	TPT1 inhibitor	Fh CTSL1 inh	ZTA counter
Cc1ccc(S(=O)(=O)CCSc2cccc(C(=O)Nc3ccccc3C(=O)O)c2)cc1	116	1	5	-5	1.5	10	-3	0	13
Cc1c(Cc2ccccc2)c(=O)oc2cc(OCC(=O)N[C@@H](Cc3ccccc3)C(=O)O)ccc12	97	-2	-3	162	2.6	3	0	3	-10
Nc1nnc(SCC(=O)Nc2ccc(Cl)c(C(=O)O)c2)s1	104	-1	-6	-16	3.3	1	7	-2	-16
COc1ccccc1Cc1nnnn1CC(=O)O	97	-2	-7	-6	2.6	-6	3	-3	3
Cc1cc(C)nc(OC(C(=O)O)C(OCC(C)C)(c2ccccc2)c2ccccc2)n1 (configuration not stated)	98	7	-2	3	0.9	11	-1	-2	1

Hits appear at their usual frequency. Share with any hit: about 3.1%.
